GPR7 antagonist – human neuropeptides B/W receptor 1 antagonism; GPR7-expressing cells, fluorescence antagonist assay; actives 1.1% (n = 290,000); AID 1861; inhibition, % at 4.4 µM; in the data active = inhibition above about 16%, passing the limit was not always enough;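 note: cells stimulated with the agonist NPW; 0% = agonist with vehicle and 100% = vehicle without agonist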
OXTR potentiate – potentiators of human oxytocin receptor; P30559; CHO-OTR cells, Fluo-8 calcium fluorescence, potentiator mode; 0% = oxytocin EC15, 100% = EC100; activation, % at 3 µM; actives 0.061% (n = 320,000); AID 2445;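 active = activation above that plate's cutoff, the mean activation of tested compounds plus 3 SD, cut at about 6.6% in these data, passing the limit was not always enough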;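 note: 100% uses oxytocin at 75 nM as the full agonist control; some results filed as inactive read as strong as hits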
Target sequence (P30559 whole entry, looked up): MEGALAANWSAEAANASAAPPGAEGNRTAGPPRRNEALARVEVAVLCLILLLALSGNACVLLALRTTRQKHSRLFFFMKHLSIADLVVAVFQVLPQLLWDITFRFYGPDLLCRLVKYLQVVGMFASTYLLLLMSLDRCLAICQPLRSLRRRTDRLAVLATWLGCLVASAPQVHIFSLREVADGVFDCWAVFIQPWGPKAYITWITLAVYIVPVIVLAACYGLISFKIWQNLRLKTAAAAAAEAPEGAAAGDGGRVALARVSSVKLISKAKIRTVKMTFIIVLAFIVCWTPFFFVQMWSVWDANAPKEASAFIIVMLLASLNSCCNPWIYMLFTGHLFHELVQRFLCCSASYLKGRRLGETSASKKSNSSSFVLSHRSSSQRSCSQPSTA
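Replication – single well per compound, singlicate · Assay system – CHO cell line stably expressing human OTR · Timing – 6 min pre-incubation, 100 s read · Measure – normalized max/min fluorescence ratio, % activation · Doses – 3.0 µM, one dose · Detection – Fluo-8 calcium dye fluorescence · Probe or stimulus – oxytocin near EC15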
MEKK2wt PB1 HTS – raises or lowers MEK5 binding to wildtype human MEKK2 PB1 domain; bead flow cytometry, Alexa488-MEK5 binding to MEKK2 WT; actives lie on both sides; binding response (% of control), % at 10 µM; actives 1.1% (n = 290,000); in the data active = binding response below about 67% or above about 130%
MEKK2mut PB1 HTS – signal of MEK5 binding to mutant human MEKK2 PB1 domain | bead flow cytometry, Alexa488-MEK5 binding to MEKK2 mutant | percent response, % at 10 µM | actives 0.35% (n = 290,000); in the data active = percent response above about 24%, passing the limit was not always enough; note: inactives centre near 1; some results filed as inactive read as strong as hits
V1R ag counter – V1a receptor agonism, counter-screen for OXTR agonists; CHO-V1R cells, Fluo-8 calcium fluorescence, agonist mode; 0% DMSO, 100% 3 nM vasopressin; activation, % at 3 µM; AID 2797; actives 0.25% (n = 320,000); P37288;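 active = activation above the mean activation of all tested compounds plus 3 SD, per screening run, cut at about 20% in these data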;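 note: signal is peak over basal fluorescence ratio across a 100 second FLIPR read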
Target sequence (P37288 whole entry, looked up): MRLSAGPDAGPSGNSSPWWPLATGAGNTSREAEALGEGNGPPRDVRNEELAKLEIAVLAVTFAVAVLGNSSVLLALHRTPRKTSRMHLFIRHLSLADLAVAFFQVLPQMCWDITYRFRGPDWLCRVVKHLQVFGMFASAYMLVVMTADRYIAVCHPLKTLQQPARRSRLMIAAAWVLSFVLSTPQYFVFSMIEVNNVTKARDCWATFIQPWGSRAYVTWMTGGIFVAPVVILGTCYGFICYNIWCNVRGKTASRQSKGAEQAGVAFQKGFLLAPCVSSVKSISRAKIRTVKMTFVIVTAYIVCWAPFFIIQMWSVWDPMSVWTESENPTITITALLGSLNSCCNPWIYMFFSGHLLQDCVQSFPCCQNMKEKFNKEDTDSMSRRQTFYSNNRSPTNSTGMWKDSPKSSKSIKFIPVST
M18AAP inhibitor – blocks P. falciparum M18 aspartyl aminopeptidase. recombinant PfM18AAP, H-Glu-NHMec fluorogenic cleavage. AID 1822. actives 1.2% (n = 290,000). inhibition, % at 7.35 µM;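 active = inhibition above the campaign mean inhibition over all tested compounds plus 3 SD, cut at about 28% in these data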;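 note: 0% = plate median of test compound wells and 100% = 2 mM ZnCl2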
GalR3 antag – blocks the human galanin receptor 3 | AID 651719 | HEK293 GalR3-CNG cAMP membrane potential fluorescence; galR3 body fused to GalR1 C-terminus | O60755 | actives 0.44% (n = 360,000) | inhibition, % at 3 µM;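 active = inhibition above the screen-wide average plus 3 SD, cut at about 13% in these data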;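 note: forskolin and galanin both at EC90 stimulate the cells; cAMP rise reported by CNG channel membrane potential dye signal; 0% = forskolin plus galanin with DMSO and 100% = forskolin alone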
Target sequence (O60755 1-299 limits assumed): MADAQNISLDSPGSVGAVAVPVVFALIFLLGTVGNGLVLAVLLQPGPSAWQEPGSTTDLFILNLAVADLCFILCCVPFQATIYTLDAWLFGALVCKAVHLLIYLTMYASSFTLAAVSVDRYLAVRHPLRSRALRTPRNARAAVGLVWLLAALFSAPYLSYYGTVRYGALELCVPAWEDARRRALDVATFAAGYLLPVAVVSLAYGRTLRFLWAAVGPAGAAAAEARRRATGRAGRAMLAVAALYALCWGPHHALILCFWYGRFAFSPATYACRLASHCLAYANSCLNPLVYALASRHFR
OXTR ag – human OXTR agonism | AID 2435 | CHO-OTR cells, Fluo-8 calcium fluorescence; normalized: DMSO 0%, oxytocin 100% | actives 0.32% (n = 320,000) | activation, % at 3 µM;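 active = activation above the mean of all tested compounds plus 3 SD, cutoff set per screening run, cut at about 20% in these data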;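 note: peak over basal fluorescence ratio from a 100 s FLIPR kinetic read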
NALP1 yeast inh – NALP1 inhibition. actives 0.61% (n = 280,000). S. cerevisiae NALP1/ASC/caspase-1 growth, X-gal OD620, 72 h. inhibition, % at 10 µM; in the data active = inhibition mostly above about 24%, no sharp cut-off; inactive = mostly below about 32%; note: some compounds called inactive have numbers as strong as hits
The depositor's hits bear a star; · = no result given; [ ] = remark or other dose.

SMILES | GPR7 antagonist | OXTR potentiate | MEKK2wt PB1 HTS | MEKK2mut PB1 HTS | V1R ag counter | M18AAP inhibitor | GalR3 antag | OXTR ag | NALP1 yeast inh
C/C(=N/NC(=O)c1ccco1)c1ccc(NC(=O)c2ccc(F)cc2)cc1 | -4 | -9 | 97 | -3 | 0.4 | -3 | 11 | -1.3 | 28
CCS(=O)(=O)c1ccc(O)c(NC(=O)Nc2ccccc2)c1 | -16 | -1 | 104 | 7 | 0.7 | 2 | -5 | -0.4 | 2
CC1CCN(C(=O)CN2C(=O)C(=O)N(C(C)C)C2=O)c2ccccc2S1 (configuration not stated) | · | -1 | · | · | 1.1 | · | -5 | 0.8 | ·
CCN(CC)S(=O)(=O)c1ccc(NC2CCCc3ccccc32)nc1 (configuration not stated) | -13 | -10 | 98 | 6 | 2.2 | -3 | -6 | -1.5 | -8
CCN1CCc2c(sc(NC(=O)c3ccc(S(=O)(=O)N(C)CC4CCCO4)cc3)c2C(N)=O)C1 (configuration not stated) | -17 | -1 | 109 | 4 | 1.0 | 4 | 3 | -1.0 | 11
O=C(CSc1nnc(-c2ccc3c(c2)OCO3)o1)Nc1ncc(C(F)(F)F)cc1Cl | 4 | -9 | 92 | -3 | -0.5 | -2 | 0 | -0.4 | 6
O=C(CSc1nnc(-c2cccc(S(=O)(=O)N3CCCCC3)c2)o1)NCCC1=CCCCC1 | -11 | -6 | 106 | 2 | -0.8 | 0 | 2 | -0.8 | 10
COc1cccc(C(=O)Nc2nnc(CCS(=O)(=O)c3ccc(C)cc3)s2)c1 | 10 | -11 | 105 | 5 | 5.2 | -3 | -5 | 4.1 | 3
COCCNC(=O)c1cccc(OC2CCN(Cc3ccccc3OC(F)F)CC2)c1 | -16 | -1 | 108 | 4 | 0.1 | -4 | -3 | -0.7 | 7
COc1ccccc1CCNC(=O)CSc1nnc2ccc(-c3ccncc3)nn12 | -2 | -4 | 118 | 11 | 0.6 | -5 | 3 | -0.6 | -5
O=C(OCc1ccccc1F)c1cnc(Cl)c(Cl)c1 | 0 | -6 | -10*[inhibitor] | -26 | -0.9 | -7 | -3 | -1.6 | 14
COc1ccc(CN=CC2=C(O)CNC2=O)cc1OC | -5 | -8 | 106 | -7 | 0.8 | -6 | 1 | -1.2 | 23
Cc1ccccc1OC(C)C(=O)N1CCN(c2ccccn2)CC1 (configuration not stated) | -12 | -1 | 107 | 7 | 0.8 | -3 | -2 | -0.8 | 32*
Cc1ccnc(NC(=O)c2cc(S(=O)(=O)NCc3ccccc3)ccc2C)c1 | · | 3 | · | · | -0.7 | · | -3 | -1.8 | ·
CCOC(=O)n1c(=O)n(Cc2ccc(Cl)cc2Cl)c2ccccc21 | -8 | -20 | 96 | 15 | -0.7 | -2 | 2 | -2.7 | 38
COCCN(C(=S)Nc1cc(C)ccc1C)C(C)c1cccnc1 (configuration not stated) | -12 | -1 | 97 | -2 | 0.0 | -11 | -1 | 0.2 | 5
COc1ccc(C2Nc3ccccc3C(=O)N2c2ccccc2)cc1COc1ccccn1 (configuration not stated) | 4 | -2 | 98 | 0 | -0.3 | 6 | -3 | -0.8 | 7
Cc1cc(C(=O)N/N=C/c2ccc(N(C)C)o2)cs1 | -9 | -2 | 110 | 8 | 0.3 | 16 | -3 | 0.6 | 31*
CCN1CCN(CCNC(=O)c2ccc3c(c2)NC(=O)/C(=C\c2ccc(OC)c(OC)c2)S3)CC1 | -1 | -1 | 131 | 17 | -0.8 | 1 | 5 | -0.9 | 12
O=C(Cn1c(=S)[nH]c2ccccc2c1=O)N1CCc2ccccc2C1 | -7 | -1 | 104 | -1 | 1.6 | 2 | -2 | 1.8 | -1

NALP1 yeast inh, hit marks shown above.
canonical_smiles | GPR7 antagonist | MEKK2wt PB1 HTS | MEKK2mut PB1 HTS | M18AAP inhibitor | GalR3 antag | NALP1 yeast inh
Cc1ccccc1OC(C)C(=O)N1CCN(c2ccccn2)CC1 (configuration not stated) | -12 | 107 | 7 | -3 | -2 | 32*
Cc1cc(C(=O)N/N=C/c2ccc(N(C)C)o2)cs1 | -9 | 110 | 8 | 16 | -3 | 31*

Continued:
SMILES | GPR7 antagonist | OXTR potentiate | MEKK2wt PB1 HTS | MEKK2mut PB1 HTS | V1R ag counter | M18AAP inhibitor | GalR3 antag | OXTR ag | NALP1 yeast inh
O=C1c2ccccc2C(Nc2ccc3c(c2)OCO3)N1Cc1ccc2c(c1)OCO2 (configuration not stated) | -2 | 0 | 100 | 5 | -1.1 | 11 | · | -1.1 | 23
Cn1c(=O)[nH]c(=O)c2c1nc1n2CCCN1Cc1ccccc1 | -16 | 2 | 98 | 4 | -0.1 | -1 | -6 | -0.9 | ·
COc1ccc(NC(=O)CC2SC(N3CCOCC3)=NC2=O)c(OC)c1 (configuration not stated) | · | -8 | · | · | 0.4 | · | -2 | -0.3 | ·
Cc1cccc(C)c1N=Cc1c(C(F)(F)F)[nH][nH]c1=O | -5 | -11 | 98 | -2 | -0.2 | -3 | 0 | -0.6 | -7
CC(=O)Nc1ccc(S(=O)(=O)N(C)CC(=O)N(C)Cc2sccc2C)cc1 | · | -7 | · | · | -0.3 | · | 1 | 0.0 | ·
COc1ccc(C(=O)Nc2c(N)nc(SCC(=O)Nc3ccc(NC(C)=O)cc3)[nH]c2=O)cc1 | 9 | -7 | 107 | 1 | -0.5 | -1 | -2 | 1.1 | 12
O=C(/C=C/c1cccs1)NCc1cccnc1 | -1 | 0 | 109 | 3 | 0.7 | 0 | -1 | 2.2 | 26
CC1=C(C(=O)OC(C)(C)C)C(c2ccc3ccccc3c2)NC(=O)N1C (configuration not stated) | -10 | -12 | 103 | 8 | -1.7 | -1 | -5 | -1.4 | 9
CC(=O)NS(=O)(=O)c1ccc(N/C(N)=N/c2nc(C)cc(C)n2)cc1 | -6 | -4 | 107 | 2 | 4.1 | 5 | -8 | 0.3 | -8
CN1C(=O)c2ccccc2N(C)C1c1ccc2c(c1)OCO2 (configuration not stated) | -12 | -1 | 105 | 11 | 1.7 | 1 | -1 | 2.2 | 0
CCOc1ccccc1CNC(=O)C1CCCN(c2ncnc3c2nc2n3CCCCC2)C1 (configuration not stated) | -3 | -20 | 105 | 10 | -2.1 | -2 | · | -2.6 | 3
CCCCNC(=O)C1CCN(c2nc(C)cc(C)n2)CC1 | -9 | -4 | 107 | 2 | -0.4 | -6 | -5 | 0.2 | 10
O=C(NC1CCCCC1)N(Cc1cc2cc3c(cc2[nH]c1=O)OCCO3)C1CCCCC1 | -5 | -2 | 108 | 6 | -0.1 | 2 | -7 | -1.5 | 14
Cc1cc(=O)n2c(C)n[nH]c2n1 | 0 | -13 | 106 | 6 | -0.8 | 1 | 2 | -0.1 | 25
Cc1ccc(NC(=S)Nc2cc(C(=O)O)ccc2N2CC3CC(C2)c2cccc(=O)n2C3)cc1C (configuration not stated) | -11 | -3 | 100 | 7 | 0.6 | 6 | -7 | 0.6 | 37*
O=C(CCc1c[nH]c2ccccc12)N/N=C/c1ccc2c(c1)OCO2 | 3 | -22 | 83 | -19 | 3.8 | 0 | -2 | 5.3 | -2
C=CCN(C(=O)c1csnn1)C(C(=O)NCc1ccc(F)cc1)c1cccs1 (configuration not stated) | -1 | -9 | 96 | -5 | 5.8 | -8 | -6 | 3.0 | 24
CCc1nnc(NC(=O)c2n[nH]c(=O)c3ccccc23)s1 | -15 | 1 | 89 | -17 | -0.9 | 6 | -6 | -0.8 | ·
O=C(COc1ccc([N+](=O)[O-])cc1)NNC(=O)c1cccnc1 | -4 | -16 | 101 | -1 | 0.8 | 6 | -4 | 1.7 | 10
O=C(NC(CC(=O)N1CCN(c2ccccc2O)CC1)c1ccccc1)c1ccccc1Cl (configuration not stated) | · | -12 | · | · | 3.1 | · | -7 | 1.6 | ·

Part of the list above in order of formula weight, falling:
SMILES | GPR7 antagonist | OXTR potentiate | MEKK2wt PB1 HTS | MEKK2mut PB1 HTS | V1R ag counter | M18AAP inhibitor | GalR3 antag | OXTR ag | NALP1 yeast inh
Cc1ccc(NC(=S)Nc2cc(C(=O)O)ccc2N2CC3CC(C2)c2cccc(=O)n2C3)cc1C (configuration not stated) | -11 | -3 | 100 | 7 | 0.6 | 6 | -7 | 0.6 | 37*
O=C(NC(CC(=O)N1CCN(c2ccccc2O)CC1)c1ccccc1)c1ccccc1Cl (configuration not stated) | · | -12 | · | · | 3.1 | · | -7 | 1.6 | ·
CC(=O)Nc1ccc(S(=O)(=O)N(C)CC(=O)N(C)Cc2sccc2C)cc1 | · | -7 | · | · | -0.3 | · | 1 | 0.0 | ·

Additional entries follow.
SMILES | GPR7 antagonist | OXTR potentiate | MEKK2wt PB1 HTS | MEKK2mut PB1 HTS | V1R ag counter | M18AAP inhibitor | GalR3 antag | OXTR ag | NALP1 yeast inh
Cc1cccc(C)c1NC(=O)CN(C)C(=O)Cc1cccc(C(F)(F)F)c1 | 3 | 0 | 100 | -7 | -0.8 | -3 | -10 | 0.5 | 12
COc1ccc(C2N(S(=O)(=O)c3ccc(C)cc3)CCN2S(=O)(=O)c2ccc(C)cc2)cc1 | 18 | -8 | 98 | -3 | 2.1 | 7 | -3 | 0.9 | -5
COC(=O)C1CCN(C(=O)COC(=O)CCc2nc3ccccc3c(=O)[nH]2)CC1 | -12 | 4 | 102 | 1 | -0.4 | 2 | 0 | -0.5 | 27
Cc1ccc(C)c(N2C(=O)CC(Cc3ccc(Br)cc3)C2=O)c1 (configuration not stated) | -4 | -19 | 95 | -2 | 1.4 | -4 | -12 | 0.4 | 27
CC(Sc1ccc(Cl)cc1)C(=O)NNC(=O)c1ccncc1 (configuration not stated) | · | -3 | · | · | -0.6 | · | -7 | 1.6 | ·
N#C/C(=N\Nc1ccccc1F)c1nc(-c2ccccc2)cs1 | 10 | -5 | 97 | -5 | -0.1 | -4 | -1 | 0.4 | 13
Cc1ccc(C(=O)NC(=S)NNC(=O)c2ccccc2[N+](=O)[O-])cc1 | -13 | -7 | 100 | 10 | 1.1 | 23 | 0 | 2.1 | 14
CCOC(=O)c1ccc(NC(=S)NC2CC(C)(C)NC(C)(C)C2)cc1 | 17 | -2 | 129 | 11 | -0.4 | 3 | -9 | -0.8 | 20
CCN1CCN(Cc2ccccc2NC(=O)Nc2ccc(C)cc2)CC1 | -2 | -15 | 105 | 7 | 0.9 | -10 | 4 | 1.7 | 11
O=C(CCCCCn1c(=S)[nH]c2ccc(N3CCOCC3)cc2c1=O)NCc1ccc2c(c1)OCO2 | -15 | 0 | 101 | -1 | 1.2 | 0 | 0 | -1.0 | -22
COc1ccc(NC(=S)N(CCCN2CCCC2)Cc2cccn2Cc2ccc(Cl)cc2)cc1Cl | 19* | -20 | 293* | 161* | 8.9 | 9 | -1 | 12 | 6
O=C1CCC(C(=O)Nc2ccccc2)N1 (configuration not stated) | -16 | -4 | 96 | -1 | 1.3 | 4 | -4 | -0.1 | 3
N#Cc1c(-c2ccccc2)nc2n(c1=O)CCS2 | -8 | -14 | 98 | 0 | 0.5 | 5 | -3 | 1.2 | -9
CCOCCCNC(=S)NCCNc1nc2ccc(C)cc2cc1C#N | 1 | -2 | 116 | 14 | -0.4 | 1 | -5 | -1.8 | 6
COc1ccc(S(=O)(=O)NCC2CCC(C(=O)NCc3cccnc3)CC2)cc1 (configuration not stated) | -8 | 3 | 104 | 11 | 1.2 | 2 | -3 | 1.2 | 21
CCOCCCNC(=O)C(NC(=O)c1ccccc1O)c1ccc(Cl)cc1 (configuration not stated) | -15 | -8 | 99 | 4 | 4.6 | 1 | · | 3.5 | -8
CN(C)c1ccc(/C(=N\O)c2ccccc2)cc1 | 23 | -7 | 104 | 2 | -0.7 | -2 | -7 | -1.8 | 15
